Granule exo inh = lytic granule exocytosis inhibition | TALL-104 LAMP-1 surface exposure, flow cytometry; cells stimulated with thapsigargin and PMA | inhibition, % at 10 µM | hit rate 0.66% among 360,000;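 active = inhibition above about 55%, limit read from the data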
ABHD5 PLIN5 PPI = ABHD5-PLIN5 protein interaction inhibition; Q00G26+Q8WTS1; Split G. princeps luciferase complementation, luminescence, 4 h; inhibition, % at 4 µM; hit rate 0.78% among 360,000; AID 602281;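 active = inhibition above the mean inhibition across every tested compound plus 3 SD, cut at about 22% in these data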;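 note: 0% = DMSO only wells and the 100% control is not disclosed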
Glyco luc inh = blocks N-linked glycosylation in D54 reporter cells; D54 ERlucT glycosylation luciferase reporter, 24 h; percent of 100 nM tunicamycin response; hit rate 0.23% among 360,000; reporter increase, % at 12.5 µM;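 active = mean luciferase reporter signal, scaled so untreated is 0 and the glycosylation-blocking control 100, at or above a set limit in every replicate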;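 note: luciferase carries N-glycosylation sites so blocking glycosylation raises the light; 0% = median of neutral control wells and 100% = median of 100 nM tunicamycin wells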
aDG glyco up = alpha-DG glycosylation activation | hit rate 0.22% among 360,000 | Pro5-aDG cells, alpha-DG glycosylation AlphaScreen (IIH6); 0% Pro5, 100% B10-LARGE cell signal | activation, % at 10 µM;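 active = activation of at least 8% versus controls, or a plate z-score of at least 8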;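 note: Pro5 are CHO cells carrying HIG-tagged alpha-DG that lacks glycosylation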
MC4R antag cAMP = blocks human MC4R cAMP signaling. inhibition, % at 6.5 µM. MC4R-expressing cells, MTII-stimulated cAMP, LANCE TR-FRET. P32245. hit rate 0.48% among 360,000;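 active = inhibition above its plate's cutoff, the mean of tested wells on that plate plus 3 SD, cut at about 29% in these data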;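 note: 0% = Melanotan II alone and 100% = Melanotan II plus saturating MCL0020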
Target sequence (P32245 whole entry, looked up): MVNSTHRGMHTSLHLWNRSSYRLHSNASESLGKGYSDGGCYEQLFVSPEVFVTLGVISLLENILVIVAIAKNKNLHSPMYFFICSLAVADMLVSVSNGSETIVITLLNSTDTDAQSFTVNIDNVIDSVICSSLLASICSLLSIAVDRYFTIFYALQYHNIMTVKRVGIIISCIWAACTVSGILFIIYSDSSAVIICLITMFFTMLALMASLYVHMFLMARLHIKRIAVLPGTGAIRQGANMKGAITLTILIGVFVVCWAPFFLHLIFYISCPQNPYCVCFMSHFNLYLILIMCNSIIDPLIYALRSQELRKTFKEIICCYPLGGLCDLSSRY
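System: U2OS cells stably expressing human melanocortin 4 receptor (MC4R). Reagent: Melanotan II challenge after compound preincubation. Doses: 6.5 µM. Times: 30-min compound, 1-h challenge, 1-h detection, room temperature. Measured by: TR-FRET with Eu-cAMP and labeled anti-cAMP, 671 nm. Replicates: singlicate.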
m5-HT2A agonist = activates the mouse 5-HT2A serotonin receptor; hit rate 0.66% among 360,000; activation, % at 7.6 µM; P35363; AID 624169; CHO-K1 mHTR2A beta-arrestin complementation, luminescence; percent of 30 µM serotonin response;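 active = activation above a run cutoff, the mean activation of all tested compounds plus 3 SD, cut at about 14% in these data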;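 note: 0% = plate median of compound wells and 100% = 30 µM serotonin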
Target sequence (P35363 whole entry, looked up): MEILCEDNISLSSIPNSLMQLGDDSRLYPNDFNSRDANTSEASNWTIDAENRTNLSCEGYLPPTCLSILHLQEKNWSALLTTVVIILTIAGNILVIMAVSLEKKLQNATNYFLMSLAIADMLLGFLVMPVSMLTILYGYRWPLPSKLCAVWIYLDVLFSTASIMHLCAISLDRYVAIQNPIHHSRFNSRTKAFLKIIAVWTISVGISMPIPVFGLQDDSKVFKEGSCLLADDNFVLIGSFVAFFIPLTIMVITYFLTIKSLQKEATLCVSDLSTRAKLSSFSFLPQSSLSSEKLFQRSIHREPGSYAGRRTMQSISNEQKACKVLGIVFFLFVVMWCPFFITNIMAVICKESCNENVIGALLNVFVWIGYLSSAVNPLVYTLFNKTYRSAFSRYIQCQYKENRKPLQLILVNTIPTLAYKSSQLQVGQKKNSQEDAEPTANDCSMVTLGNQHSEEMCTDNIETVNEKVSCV
MC4R barr agon = human MC4R agonism via beta-arrestin | P32245 | U2OS MC4R beta-arrestin complementation, luminescence; percent of melanotan II response, DMSO zero | activation, % at 8.9 µM | hit rate 0.98% among 360,000;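 active = activation above a per-plate cutoff, the mean activation of sample wells on that plate plus 3 SD, cut at about 8% in these data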
H9c2 protect = modulators protecting cardiomyocytes from myocardial damage | protection from H2O2 cell death, % at 20 µM | H9c2 cardiomyocytes, H2O2 injury protection, ATPLite, 2 h | AID 588492 | hit rate 0.63% among 360,000;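 active = compounds giving at least 50% protection of heart cells from peroxide-induced death in the single-dose screen, raw or plate-pattern-corrected value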;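 note: 0% = DMSO wells with peroxide and 100% = DMSO wells without peroxide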
iPSC survival up = increases survival of single human iPS cells. hit rate 0.044% among 360,000. AID 602274. hiPSC single-cell survival, ATPlite luminescence; 100% = ROCK inhibitor wells, 0% = DMSO. survival enhancement, % at 20 µM; in the data active = survival enhancement above about 18%;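 note: cells exposed to compounds for 16 hours before the ATP read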
ABCB6 inh MLPCN = inhibitors of human ABC transporter ABCB6. Q9NP58. K562-ABCB6 porphyrin accumulation, flow cytometry, 1 h; stronger effect = lower value. fluorescence ratio to DMSO, % at 10 µM. hit rate 0.19% among 360,000. AID 602162;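 active = fluorescence ratio to DMSO below 75%, the collection mean minus 3 SD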;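 note: signal is porphyrin accumulated inside mitochondria; 100% equals median channel fluorescence of DMSO control wells; lower ratio means ABCB6 inhibition with less porphyrin fluorescence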
The depositor's hits bear a star; x = not tested or not shown.

Every second line gives: Glyco luc inh	ABHD5 PLIN5 PPI	aDG glyco up	MC4R barr agon	m5-HT2A agonist	Granule exo inh	H9c2 protect	MC4R antag cAMP	iPSC survival up	ABCB6 inh MLPCN
[1] CCCN(CCC)CCNC(=O)C1CCN(S(=O)(=O)c2cccc3nsnc23)CC1
→ -1.2	5.8	-0.3	0.7	6.1	0.1	4.5	-8.4	-0.1	99.0
[2] CC(C)[C@H](NC(=O)OC(C)(C)C)C(=O)NCC1CCC(C(=O)N[C@@H](Cc2ccccc2)C(=O)O)CC1 (stereo partly specified)
→ 0.4	4.5	-0.1	-0.5	4.5	4.4	7.7	13.7	-0.1	96.0
[3] CC(C)n1cnnc1SCC(=O)NC(=O)c1ccccc1
→ 2.1	-2.6	-0.1	-3.2	-3.6	10.0	24.2	5.9	0.1	95.0
[4] COCc1cc(C)nc(SCC(=O)NCC2CCCO2)c1C#N (stereo unspecified)
→ -1.2	-4.8	-0.1	-1.5	-0.7	0.7	3.6	10.8	-0.4	98.0
[5] O=C1CS/C(=N\NC(=O)c2ccccc2)N1
→ 0.2	1.1	0.2	0.5	1.1	-4.1	4.8	10.0	-0.5	93.0
[6] CC(C)NC(=O)C1(c2ccccc2)CC1(Cl)Cl (stereo unspecified)
→ 0.4	3.6	-0.3	-1.8	-3.4	0.0	13.6	-2.5	0.1	105.0
[7] COc1ccc(CCn2c(-c3ccncc3)n[nH]c2=S)cc1OC
→ 2.4	-2.4	-0.4	-4.0	8.3	6.6	-2.5	4.6	0.5	99.0
[8] CC(Sc1nnc(N)s1)C(=O)Nc1nccs1 (stereo unspecified)
→ -0.1	-0.9	0.0	-2.3	-3.6	1.4	-5.5	4.1	-0.6	99.0
[9] O=C(Nc1cccc(Cl)c1Cl)Nn1cnnc1
→ 0.3	-5.3	0.0	-1.8	-3.1	-3.3	1.3	0.1	-0.2	99.0
[10] O=C1/C(=C/c2ccc(O)cc2)SC(=S)N1CC1CCCO1 (stereo unspecified)
→ -0.5	-6.9	-0.2	-3.2	-1.3	-8.3	-14.0	-16.0	2.9	111.0
[11] CCCNC(=O)CS(=O)Cc1nc(-c2ccc(OC)cc2)oc1C (stereo unspecified)
→ 1.2	3.3	0.0	0.6	5.7	-5.2	2.9	12.0	1.3	110.0
[12] c1ccc2c(c1)CCN(c1ncnc3nc[nH]c13)C2
→ -0.8	-3.6	-0.1	0.0	-0.5	10.8	-12.2	10.2	0.0	96.0
[13] Cc1c(NCc2nc3ccccc3[nH]2)c(=O)n(-c2ccccc2)n1C
→ 0.0	1.4	-0.1	0.5	-4.8	0.0	-2.2	-8.5	-1.0	97.0
[14] O=C(Nc1ccnn1C1CCN(C(=O)c2cccc(C(F)(F)F)c2)CC1)C1CC1
→ -0.5	2.4	0.0	1.1	-2.3	28.9	-3.1	-5.9	-0.5	107.0
[15] CN(Cc1ccccc1)S(=O)(=O)c1ccc(Cl)c(C(=O)N2CCC2)c1
→ -0.2	-2.8	0.1	0.2	-3.6	-4.9	-1.1	0.8	-0.6	93.0
[16] CN(C)C(CNC(=O)c1cccc(S(=O)(=O)N2CCc3ccccc3C2)c1)c1ccccc1 (stereo unspecified)
→ -4.3	3.5	0.1	0.5	-12.5	15.4	19.1	-1.6	0.0	181.0
[17] CC(O)(c1ccccc1)c1nc(-c2csc3ccccc23)cs1 (stereo unspecified)
→ -1.3	-2.5	-0.3	-0.5	-7.7	5.6	-24.9	7.5	-2.4	96.0
[18] Cc1cc(C)cc(NC(=O)N2CCC(NC(=O)c3ccco3)CC2)c1
→ 2.5	3.5	0.1	2.0	-1.7	-8.5	-5.5	-7.0	-0.1	96.0
[19] CC(=O)c1ccc(NC(=O)C(C)Oc2ccc(N(C)S(=O)(=O)c3ccc(C)cc3)cc2)cc1 (stereo unspecified)
→ -2.6	1.3	-0.4	-2.5	-3.6	-0.5	11.5	4.0	-0.2	94.0
[20] O=C(Nc1cccc(F)c1)NC1CCCc2ccccc21 (stereo unspecified)
→ -1.5	0.5	2.4	0.5	0.6	-3.3	-4.2	13.8	0.0	96.0
[21] COc1cc(C)c(NC(=O)C2CCN(S(=O)(=O)c3cccs3)CC2)cc1OC
→ 0.7	4.5	-0.1	-0.6	5.1	-4.5	3.1	8.7	0.1	105.0
[22] NC(=O)CN1C(=O)NC2(CCOc3ccccc32)C1=O (stereo unspecified)
→ 0.1	4.8	-0.1	1.0	8.5	-19.6	3.8	0.2	-0.4	103.0
[23] CCNC(=S)Nc1cc(OCC)c(NC(=O)c2cccs2)cc1OCC
→ -0.9	-2.5	-0.3	-2.6	-0.1	2.1	-0.5	20.6	-1.9	102.0
[24] CC1(C(=O)NS(=O)(=O)C2CC2)CCN(C(=O)CSc2ccccc2)C1 (stereo unspecified)
→ 1.8	-1.7	-0.4	0.1	-2.3	3.8	2.7	4.5	0.7	99.0
[25] CC(C)NC(=O)C(c1ccc(F)cc1)N(C(=O)CCC(=O)Nc1ccccn1)C1CCCC1 (stereo unspecified)
→ 2.0	-3.0	-0.1	-2.1	4.3	14.5	-0.1	10.9	-0.1	96.0
[26] Cc1ccc(C(=O)c2ccccc2C(=O)OCC(=O)NCCc2ccc(Cl)cc2Cl)cc1
→ 0.2	6.0	0.2	-0.3	-8.2	7.7	-3.8	3.3	-1.1	97.0
[27] COCCCn1[nH]c2c3c(ccc2c1=O)C(=O)c1ccccc1C3=O
→ 6.4	2.5	1.8	-1.3	-0.8	5.2	-10.1	-23.3	-0.2	105.0
[28] COc1ccc(OCC(=O)N2CCN(C(=O)Cc3ccccc3)CC2)cc1
→ 1.4	-2.4	-0.1	0.3	0.5	-1.4	-2.5	2.8	-0.6	94.0
[29] Cc1ccc([N+](=O)[O-])c2cccnc12
→ x	0.4	-0.2	-0.6	2.0	3.3	2.4	-2.7	-0.7	101.0
[30] COC(=O)C1=NN(c2cccc(C)c2)C2C(=O)N(c3ccccc3OC)C(=O)C12 (stereo unspecified)
→ 1.6	0.6	-0.1	-0.6	0.6	2.0	3.2	16.0	1.5	98.0
[31] Cc1cc2cc3c(cc2nc1SCC(=O)N1CCN(C(=O)c2ccco2)CC1)OCO3
→ -0.5	-3.3	-0.1	2.4	4.9	3.6	15.4	16.4	1.3	96.0
[32] CCC(=O)N(C)C[C@H]1Oc2ncc(C#Cc3cccnc3)cc2C(=O)N([C@@H](C)CO)C[C@@H]1C
→ 1.3	5.2	0.0	-0.9	8.6	2.2	-1.3	-7.2	3.0	105.0
[33] Oc1ccc2ccccc2c1N=Nc1ccccc1F
→ 0.6	5.4	-0.1	-1.1	4.0	-2.0	-5.6	-5.6	0.4	98.0
[34] S=C1SCN(CCN2CCOCC2)CN1Cc1ccccc1
→ 0.2	-8.8	0.0	-1.3	0.1	0.1	5.1	-1.6	-4.0	95.0
[35] CC(O)C(=O)NCCOCCOCCNC(=O)C(C)O (stereo unspecified)
→ -0.9	-4.9	0.1	2.4	-3.6	-1.3	-3.5	6.8	-3.5	96.0
[36] Cc1noc(NS(=O)(=O)c2ccc(NC(=O)c3cc(F)c(F)c(F)c3F)cc2)c1C
→ -0.1	1.7	-0.1	-1.7	-6.2	-0.4	0.2	2.8	0.1	102.0
[37] CCOC(=O)c1nnn(CC(=O)Nc2cccc(F)c2)c1C(=O)OCC
→ -0.5	-0.7	0.5	-2.3	-2.0	-2.8	6.1	1.4	0.3	92.0
[38] O=C1C(=O)N(CCN2CCOCC2)C(c2ccc([N+](=O)[O-])cc2)/C1=C(/O)c1ccc2c(c1)OCO2 (stereo unspecified)
→ 0.9	-1.6	-0.4	-0.3	1.0	-1.5	2.4	-1.7	0.2	103.0
[39] COCCNC(=S)NNC(=O)c1ccc(-n2cnnn2)cc1
→ 0.8	-2.9	0.1	-2.6	-0.6	4.1	8.5	8.8	-0.7	98.0
[40] COc1ccc(C(=O)Cn2cnc3ccccc3c2=O)cc1OC
→ -1.0	-8.3	-0.1	0.1	7.5	-3.6	-6.0	8.4	-0.7	97.0
[41] C=CCN=C1SC(CC)C(=O)N1S(=O)(=O)c1ccc(C)cc1 (stereo unspecified)
→ 1.2	2.5	0.3	1.3	-2.8	0.6	-4.7	3.0	1.2	95.0
[42] Cc1ccnc(NS(=O)(=O)c2ccc(NC(=O)c3ccc(S(=O)(=O)N4CCOCC4)cc3)cc2)n1
→ 0.0	-2.5	-0.3	-2.2	-1.2	0.0	0.7	4.0	1.7	88.0
[43] O=C(O)C1C2C=CC(C2)C1C(=O)Nc1cccc(Cl)c1 (stereo unspecified)
→ -0.6	6.2	-0.1	1.2	5.6	6.0	3.3	9.9	-0.2	97.0
[44] O=C(NCc1cccnc1)OC1CC2CC1[C@H]1CCCCN1C2=O (stereo partly specified)
→ x	5.4	0.3	x	8.8	-2.7	x	x	-0.1	103.0
[45] COc1cccc(C2(O)CC(C(F)(F)F)=NN2C(=O)c2ccccn2)c1 (stereo unspecified)
→ 0.0	-4.3	0.3	-3.2	4.6	-9.6	14.2	4.7	0.6	105.0
[46] COc1cc(C(C(=O)NC(C)(C)C)N(C(=O)CNC(=O)c2cccs2)c2cccnc2)cc(OC)c1OC (stereo unspecified)
→ 0.9	0.7	-0.1	-0.6	-4.0	-12.2	-3.7	0.8	-0.4	92.0
[47] COc1ccc(CCNc2ccc(S(=O)(=O)N3CCCC3)cc2[N+](=O)[O-])cc1
→ -2.0	5.4	0.0	-2.1	-1.1	-1.6	-4.6	0.5	1.8	89.0
[48] N#CC1=C(N)N(c2ccc(Cl)c(Cl)c2)C(=O)C1
→ 1.4	-2.4	-0.1	-4.4	0.3	-7.9	-6.8	3.3	2.0	97.0
[49] O=C(Nc1ccc(-c2cn3c(n2)SCC3)cc1)c1ccc2c(c1)OCO2
→ -2.8	7.2	0.3	2.8	0.9	5.5	20.6	11.6	0.0	102.0

Bioassay records as filed in PubChem BioAssay.
